Nrf2 block: Nrf2 qHTS screen for inhibitors; A549 ARE-Fluc reporter, luciferase luminescence, 18-24 h; Potency, µM (top dose mostly 46 µM), for inactives: at the top dose activity change, negative = inhibition, usual class: inhibitors; actives 2.1% (n = 360,000); AID 504444, 2011; note: potency is the fitted concentration of half-maximal effect; % is set by controls: 0 for no effect and ±100 for the full control effect; nearly all actives have a fitted effect of over 60% in size
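In this cell-based qHTS, ARE-driven firefly luciferase in A549 cells reports Nrf2 activity; the luminescent signal after BugLite lysis is the measured value, with a prior CellTiter-Fluor read for cell health.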
HepG2 viability: qHTS for Inhibitors of TGF-b: Cytotox Counterscreen; Potency, µM (series often up to 46.1 µM), without a hit: at the top dose activity change, negative = cytotoxicity, most hits filed as cytotoxic; actives 0.76% (n = 410,000); HepG2 CAGA-GFP viability, ATP luminescence, 18 h; note: potency is the fitted concentration of half-maximal effect; some results filed as inactive show a strong effect at the top dose
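CellTiter-Glo luminescence gave cytotoxicity after 18 hours at 37 degrees C. The cells were HepG2 CAGA-GFP in 1% FBS DMEM, stimulated with 500 pg/mL TGF-beta after compound addition. %Activity was normalised to no-cell wells (complete cell-killing) and DMSO (no toxicity), and curves were fitted and classified.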
TGFb inhibitor: qHTS for Inhibitors of TGF-b | AID 588855, 2011 | actives 1.2% (n = 410,000) | HepG2 CAGA-GFP TGF-b/SMAD3 reporter, GFP fluorescence, 18 h; TGF-beta stimulated, 500 pg/mL final | Potency, µM (highest dose often 46.1 µM), inactives show at the highest dose activity, negative = inhibition, hits mostly inhibitors; note: potency is the fitted concentration of half-maximal effect; % is set by controls: 0 for no effect and ±100 for the full control effect; nearly all actives have a fitted effect of over 65% in size
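Using HEPG2 CAGA-GFP reporter cells at 1000 cells/well, we pinned test compounds, stimulated with recombinant TGF-beta (500 pg/mL final) and measured total well GFP after 18 h.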
A549 viability: Nrf2 qHTS screen for inhibitors: counterscreen for cytotoxicity | A549 ARE-Fluc cells, CellTiter-Fluor viability, 18-24 h | Potency, µM (series often up to 46 µM), for inactives: at the top dose activity change, negative = cytotoxicity, most hits filed as inhibitors | actives 0.16% (n = 390,000); note: potency is the fitted concentration of half-maximal effect; % is set by controls: 0 for no effect and ±100 for the full control effect
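Cytotoxicity counterscreen: CellTiter-Fluor fluorescence was measured in A549 ARE_Fluc cells after 18-24 h of compound exposure in a concentration series. The subsequent BugLite luminescent read reports ARE-luciferase activity.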
Nrf2 ARE act: qHTS of Nrf2 Activators. AID 624171, 2012. Potency, µM (doses to about 46.1 µM), for the others: at the highest dose activation, hits mostly activators. AREc32 ARE-luciferase reporter (MCF7-derived line), luminescence, 24 h. actives 0.31% (n = 410,000); note: potency is the fitted concentration of half-maximal effect; % of control where 0% means no effect; nearly all actives have a fitted effect of over 65% in size
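Nrf2 activation is followed as ARE-luciferase induction in the AREc32 line after one day of compound treatment; luminescence is read with Steady-Glo.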
ATXN viability: Viability Counterscreen for Primary qHTS for Inhibitors of ATXN expression; S2 cells (HEK-293 line with an ATXN2-luciferase reporter) viability, CellTiter-Fluor protease fluorescence, 24 h; Potency, µM (titrated, usually from 56.7 µM), most hits filed as cytotoxic; actives 0.49% (n = 400,000); note: potency is the fitted concentration of half-maximal effect; nearly all actives have a fitted effect of over 40% in size
pAkt inh: HTS Assay for Inhibitors of Akt Phophorylation: Primary Screen | AID 651550, 2012 | actives 0.32% (n = 360,000) | activity change, % for hits at 50 µM | Neuro2A IGF-stimulated pAkt S473 HTRF, 20 min; stronger effect = lower value; in the data active = activity change below about -80%; inconclusive = mostly about -51% to -80%; note: % is set by controls: 0 for no effect and ±100 for the full control effect
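Neuro2A cells (4,500/well, DMEM with 0.5% FBS) were treated with compound at a single 50 µM final concentration, stimulated with 6 nM IGF for 20 min at 37 °C, and lysed. Phospho-Akt Ser473 was read by HTRF as 665/615 ratio ×10^4.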
MmCpn inh: Inhibitors of TCP-1 ring complex (TRiC) of Methanococcus maripaludis (MmCpn): qHTS; actives 0.031% (n = 330,000); purified Mm-Cpn ATPase, ADP Transcreener TR-FRET; Potency, µM (doses to about 76.9 µM), without a hit: at the highest dose activity, negative = inhibition, most hits filed as inhibitors; note: potency is the fitted concentration of half-maximal effect; % is set by controls: 0 for no effect and ±100 for the full control effect; nearly all actives have a fitted effect of over 80% in size
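TR-FRET (320 nm excitation; 590 and 665 nm emission) reports ADP made from 10 uM ATP by 25 nM enzyme; compounds were preincubated 10 min, reaction run 30 min, both at 37°C.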
CCT chaperon mod: High-Throughput Screening for Modulators of Cytosolic Chaperonin Activity | activity change, % (no concentration beside the values), hits read low | actives 0.3% (n = 360,000) | purified chaperonin ATPase assay, HTRF ADP detection, 30 min; in the data active = activity change below about -30%; note: % is set by controls: 0 for no effect and ±100 for the full control effect
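We incubate TRiC, 40 or 20 nM final, with library compounds at 76 uM and 10 uM ATP for 30 min at 37 °C. ADP formed is detected with Transcreener HTRF reagents after 30 min at room temperature.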
* = called active by the depositor; i = inactive; ? = inconclusive; . = not tested or not shown. Unless noted, calls come from the whole dose curve; as a rule, active = well fitted curve in the direction sought with a large enough effect; inconclusive = small, poorly fitted or top-dose-only effect, or another doubt; inactive = no such curve, though single readings can be large; an effect the other way counts as inactive or inconclusive. Compounds were not picked by outcome. Share with any hit: about 4.4%.

molecule	Nrf2 block	HepG2 viability	TGFb inhibitor	A549 viability	Nrf2 ARE act	ATXN viability	pAkt inh	MmCpn inh	CCT chaperon mod
Cc1ccccc1CS(=O)(=O)c1cn(CC(=O)N2CCOCC2)c2ccccc12	9.0%	9.7%	17.2%	-7.0%	-0.7%	i	i	-3.5%	-2.8
CC(C)NC(=O)C1CCN(C(=O)c2cnn(-c3ccccc3)c2-n2cccc2)CC1	7.8%	-20.1%	?	-1.3%	0.2%	i	.	.	.
COC(=O)c1cc(NC(=O)Nc2cc(OC)ccc2OC)cc(C(=O)OC)c1	-6.0%	3.4%	-1.0%	-2.9%	0.0%	.	.	-1.3%	-2.9
CCN(CC)S(=O)(=O)c1cc(C(=O)Nc2cc(C)on2)c(Cl)cc1Cl	-8.5%	-20.4%	-10.2%	-15.7%	1.6%	i	i	2.3%	-2.9
CN(C(=O)c1ccc(Cl)c(S(=O)(=O)N2CCOCC2)c1)c1ccccc1C(=O)O	5.5%	-6.2%	-0.5%	-3.0%	-0.2%	i	i	-4.0%	-0.9
CSCC[C@H](NC(=O)C(C)Oc1ccc(Cl)cc1)c1nc2ccccc2[nH]1 (some centres not stated)	-14.9%	-18.3%	-8.9%	-5.5%	-0.5%	i	i	-0.1%	1.7
COCCNC(=O)CSc1nc2cc3c(cc2c(=O)n1CCCC(=O)NCc1ccc2c(c1)OCO2)OCO3	.	17.8%	32.0%	-0.5%	-0.8%	.	.	.	.
O=C(CSc1nc(-c2ccccc2)[nH]c1-c1ccccc1)Nc1ccc2c(c1)OCO2	?	-46.9%	11.2µM*	-28.2%	-3.0%	?	.	.	.
CCOC(=O)Nc1cc(C(=O)OC)ccc1C	-9.7%	-9.1%	2.7%	5.8%	-0.3%	i	i	0.1%	2.2
O=C(NNC(=S)Nc1cccc(C(F)(F)F)c1)c1cccc(Cl)c1	?	-67.1%	?	-18.6%	2.6%	?	i	-2.1%	-10.1
O=C(O)c1ccccc1NC(=O)c1cc2ccccc2oc1=O	?	6.9%	-0.6%	13.7%	3.3%	i	i	-0.7%	-5.1
c1cnc(NCCSSCCNc2ncccn2)nc1	.	3.9%	-1.1%	.	0.0%	i	i	.	-0.8
CC1CCN(S(=O)(=O)c2ccc3c(c2)oc(=O)n3CC(=O)NCc2ccc3c(c2)OCO3)CC1	?	-20.6%	?	-10.7%	-0.3%	i	i	0.8%	-3.8
CCOC(=O)N1CCN(C(=O)c2ccc3c(=O)n4c(nc3c2)CCCCC4)CC1	-5.7%	-6.5%	-2.9%	-1.3%	-0.4%	i	i	-2.6%	-1.1
Cc1ccc(OCCC(=O)Nc2ccc(S(=O)(=O)N3CCCC3)cc2)cc1	5.6%	-26.1%	-27.7%	-1.1%	-0.3%	i	i	-6.5%	-3.0
Clc1ccc2nc(C3CCCCC3)c(Cc3ccccc3)n2c1	.	-10.8%	-19.6%	.	0.9%	i	i	.	0.3
CCc1ccccc1NC(=O)CNC(=O)c1cn(Cc2ccccc2)nc1-c1cccnc1	13.9%	-8.8%	-18.6%	3.2%	0.1%	i	i	-0.3%	-3.6
COc1ccc(-c2nc(C)c(C(C)=O)n2O)cc1	0.3%	-33.2%	-0.7%	-4.6%	0.5%	i	i	0.2%	-0.6
O=C(Nc1cc2ccc(O)cc2oc1=O)c1ccccc1	.	-66.6%	0.0%	-3.4%	9.1%	i	.	.	.
COc1ccc(S(=O)(=O)N2CCC(C(=O)N[C@@H](C)C(=O)NCc3ccco3)CC2)cc1	.	-5.1%	-2.7%	.	0.4%	i	i	.	1.3
CCOc1ccc(-c2cc(CCCC(=O)NCCc3ccc(SC)cc3)no2)cc1	?	-0.2%	-7.7%	-2.5%	-2.8%	?	.	.	.
Cc1ccc(S(=O)(=O)N2CCOCC2)cc1C(=O)Nc1ccc(-c2cn3ccsc3n2)cc1	?	15.7%	-5.2%	-0.5%	0.1%	i	i	-23.7%	-1.4
COc1ccc(CNC(=O)C2CCC(CNC(=O)[C@@H]3Cc4ccccc4CN3)CC2)cc1 (some centres not stated)	?	-7.8%	-2.3%	0.0%	-0.8%	i	i	-0.6%	1.9
CCNC(=S)/N=C(\N)Nc1nc(C)c2cc(C)ccc2n1	?	-40.3%	?	1.2%	18.5%	i	i	-8.7%	3.1
O=C(Oc1ccc(F)cc1C(=O)/C=C/c1cccs1)c1cccc([N+](=O)[O-])c1	-17.9%	-25.6%	?	?	?	i	i	-2.6%	-1.7
O=C(NCc1ccccc1)c1ccc(Cn2c(=O)c3cccn3c3cccnc32)cc1	23.5%	-17.7%	?	5.8%	1.0%	.	.	.	.
C[C@@H]1CN([C@H](C)CO)C(=O)CCCn2nncc2CO[C@@H]1CN(C)S(C)(=O)=O	.	-5.5%	-2.9%	.	-0.3%	i	i	.	3.1
CCCN(CCC)CC(O)Cn1c2ccccc2c2ccccc21 (configuration not stated)	8.6%	-0.2%	7.2%	1.4%	0.3%	?	i	2.3%	1.0
CC(C)CNC(=O)c1cc([N+](=O)[O-])ccc1N1CCCCC1	4.2%	0.5%	-1.9%	?	-0.5%	?	i	1.4%	1.1
Cc1ccc(C)c(N2CCN(C(=O)Cn3ncc4c(=O)oc5ccccc5c43)CC2)c1	3.1%	-4.7%	0.2%	-0.6%	-0.7%	i	.	.	.

Printed as active in TGFb inhibitor (from the list above):
mol,Nrf2 block,TGFb inhibitor,Nrf2 ARE act,pAkt inh,MmCpn inh,CCT chaperon mod
O=C(CSc1nc(-c2ccccc2)[nH]c1-c1ccccc1)Nc1ccc2c(c1)OCO2,?,11.2µM*,-3.0%,.,.,.

Given with two lines to a compound: entries from further up.
Every second line gives: Nrf2 block, HepG2 viability, TGFb inhibitor, A549 viability, Nrf2 ARE act, ATXN viability, pAkt inh, MmCpn inh, CCT chaperon mod
CC(C)NC(=O)C1CCN(C(=O)c2cnn(-c3ccccc3)c2-n2cccc2)CC1
    7.8%, -20.1%, ?, -1.3%, 0.2%, i, ., ., .
COC(=O)c1cc(NC(=O)Nc2cc(OC)ccc2OC)cc(C(=O)OC)c1
    -6.0%, 3.4%, -1.0%, -2.9%, 0.0%, ., ., -1.3%, -2.9
CCN(CC)S(=O)(=O)c1cc(C(=O)Nc2cc(C)on2)c(Cl)cc1Cl
    -8.5%, -20.4%, -10.2%, -15.7%, 1.6%, i, i, 2.3%, -2.9
CN(C(=O)c1ccc(Cl)c(S(=O)(=O)N2CCOCC2)c1)c1ccccc1C(=O)O
    5.5%, -6.2%, -0.5%, -3.0%, -0.2%, i, i, -4.0%, -0.9
CSCC[C@H](NC(=O)C(C)Oc1ccc(Cl)cc1)c1nc2ccccc2[nH]1 (some centres not stated)
    -14.9%, -18.3%, -8.9%, -5.5%, -0.5%, i, i, -0.1%, 1.7

Further records.
molecule	Nrf2 block	HepG2 viability	TGFb inhibitor	A549 viability	Nrf2 ARE act	ATXN viability	pAkt inh	MmCpn inh	CCT chaperon mod
COC(=O)c1ccc(C(C(=O)NC2CCCCC2)N(Cc2ccc(F)cc2)C(=O)Cc2cccs2)cc1 (configuration not stated)	?	-14.9%	-22.9%	-11.5%	0.1%	i	i	-0.1%	-0.6
Cc1noc(C)c1NC(=O)N(C)C[C@H]1OCc2cnnn2CCCC(=O)N([C@@H](C)CO)C[C@H]1C	.	-4.4%	3.2%	.	0.2%	i	i	.	-0.8
CCCOc1cccc(C2C(C(=O)c3cc4ccccc4o3)=C(O)C(=O)N2c2cc(C)on2)c1 (configuration not stated)	4.6%	-18.5%	3.9%	-5.4%	2.7%	i	i	-9.3%	0.7
O=C(O)c1cc(NS(=O)(=O)c2ccc(NC3CCCCC3)c([N+](=O)[O-])c2)cc(C(=O)O)c1	9.6%	16.1%	-4.7%	-8.7%	-0.4%	?	i	-0.6%	-1.3
Cc1cc(S(=O)(=O)N2CCN(c3ccccc3C)CC2)ccc1F	.	-26.0%	4.4%	-3.4%	-0.2%	i	i	-0.7%	2.6
CC(=O)c1cccc(CN2CCCC(CCC(=O)NCc3ccc(F)c(F)c3)C2)c1 (configuration not stated)	11.8%	-12.1%	4.0%	?	3.3%	i	i	0.4%	-1.2
CCC(C)(C)n1nnnc1C(c1cccs1)N1CCN(Cc2ccccc2)CC1 (configuration not stated)	2.3%	4.1%	15.2%	10.7%	-0.5%	i	.	-0.9%	0.4
CCOc1cc(OCC)cc(C(=O)N2CCC[C@H]2C(=O)N2CCC[C@H]2C(=O)NCc2ccc(F)cc2F)c1	.	.	.	.	0.4%	i	i	.	-2.9
O=C(N/N=C/c1ccc(-c2ccccc2[N+](=O)[O-])o1)c1cncc(Br)c1	-1.8%	-24.3%	-6.4%	-3.0%	8.3%	i	i	0.4%	-3.5
Cc1ccc(S(=O)(=O)NNC(=O)c2ccccc2O)cc1	0.7%	1.5%	-3.8%	15.3%	2.9%	i	i	-1.4%	-0.4
Cc1ccc(-n2cc(C(C)(C)C)[nH]c2=S)cc1	27.6%	-0.5%	-7.7%	?	2.2%	i	i	2.7%	-0.8
C=CCn1c(SC(C)C(=O)NCc2ccc3c(c2)OCO3)nnc1C1CCCCC1 (configuration not stated)	-22.8%	-1.7%	-16.9%	-2.0%	0.3%	?	i	1.0%	-2.0
CCOC(=O)Cn1c(N2CCOCC2)nc2c1c(=O)[nH]c(=O)n2C	4.1%	-0.9%	17.8%	-1.2%	-0.2%	i	i	1.0%	-1.2
O=C1c2ccccc2-c2ccc(C(=O)N3CCOCC3)cc21	-7.4%	-1.5%	2.8%	-2.0%	5.8%	i	i	1.3%	0.3

Compound activity as filed in PubChem.
